Screening results as filed in PubChem.
IDE exosite FP: exo-site inhibitors of human IDE, primary screen, biochemical, fluorescence anisotropy, probe displacement. Insulin-degrading enzyme (Homo sapiens), P14735. purified IDE, FL-6b probe fluorescence polarization; hits give low values. z-score at 20 µM. hit rate 6.3% among 17,000. AID 1259349, 2017;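 active means z-score of -3 or lower, meaning strong loss of probe binding signal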;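 further: His-tagged human IDE residues 42-1019 made in E. coli with 30 nM FL-6b probe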
Target sequence (P14735 42-1019 limits assumed): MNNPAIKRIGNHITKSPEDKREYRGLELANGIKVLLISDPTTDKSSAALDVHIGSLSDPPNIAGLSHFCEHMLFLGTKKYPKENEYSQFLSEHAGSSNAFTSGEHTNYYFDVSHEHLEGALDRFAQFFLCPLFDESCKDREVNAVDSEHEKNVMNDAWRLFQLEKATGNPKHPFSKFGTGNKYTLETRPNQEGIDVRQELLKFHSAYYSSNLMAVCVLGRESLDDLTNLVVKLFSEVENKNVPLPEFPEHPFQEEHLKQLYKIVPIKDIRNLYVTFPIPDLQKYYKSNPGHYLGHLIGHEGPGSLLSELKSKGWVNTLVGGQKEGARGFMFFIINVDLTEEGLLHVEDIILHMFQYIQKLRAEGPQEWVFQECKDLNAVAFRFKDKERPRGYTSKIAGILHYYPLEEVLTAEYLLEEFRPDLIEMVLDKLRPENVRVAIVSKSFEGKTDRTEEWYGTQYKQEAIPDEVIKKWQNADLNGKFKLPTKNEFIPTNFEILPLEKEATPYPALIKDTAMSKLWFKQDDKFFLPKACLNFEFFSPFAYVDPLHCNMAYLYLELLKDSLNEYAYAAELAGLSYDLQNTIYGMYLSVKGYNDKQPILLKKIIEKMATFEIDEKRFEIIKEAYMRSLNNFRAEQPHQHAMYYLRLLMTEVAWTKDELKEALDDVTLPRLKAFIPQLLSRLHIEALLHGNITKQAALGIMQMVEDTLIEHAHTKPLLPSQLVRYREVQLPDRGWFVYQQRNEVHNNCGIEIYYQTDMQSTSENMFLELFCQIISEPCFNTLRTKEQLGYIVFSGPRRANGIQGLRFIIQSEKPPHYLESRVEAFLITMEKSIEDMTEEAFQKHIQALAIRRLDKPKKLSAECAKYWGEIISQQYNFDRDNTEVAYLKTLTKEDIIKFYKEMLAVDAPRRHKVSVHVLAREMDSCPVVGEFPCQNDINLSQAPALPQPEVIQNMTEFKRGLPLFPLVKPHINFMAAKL
* marks the source's active call; other numbers are inactive results; & = joins results of further samples. These rows are one share of the data; the hit share may differ from the screen's.

SMILES	IDE exosite FP
N#C[C@H]1[C@@H](c2ccccc2C2=CCCCC2)[C@@H](CO)N1C(=O)Cc1ccncc1	1.06
O=C(C[C@@H]1CC[C@@H]2[C@H](COC[C@@H](O)CN2Cc2ccc(F)cc2)O1)NCCc1ccccc1	-0.195
N#C[C@H]1[C@H](c2ccc(C#CCC3CCCC3)cc2)[C@@H](CO)N1C(=O)CN1CCOCC1	2.98
CCS(=O)(=O)N1CCCCN2[C@H](C1)[C@H](c1ccc(-c3ccccc3)cc1)[C@@H]2CO	-0.5
O=C(c1ccc(F)cc1)N(CC1CCC1)C[C@H]1N[C@@H](CO)[C@H]1c1ccccc1	5.42
O=C1CNC[C@H]2[C@H](c3ccc(C#CC4CCCC4)cc3)[C@H](CO)N12	0.0481
OC[C@H]1[C@H](c2ccc(/C=C/c3ccccc3)cc2)[C@H]2CN(Cc3cccnc3)CCCCN21	-1.86
N#C[C@H]1[C@@H](c2ccc(C3=CCCC3)cc2)[C@H](CO)N1C(=O)Cc1ccncc1	4.03
C[C@@H]1CN([C@@H](C)CO)C(=O)c2ccccc2-c2ccccc2CO[C@@H]1CN(C)C(=O)Nc1cccc(C(F)(F)F)c1	1.02
C/C=C/c1ccc([C@H]2[C@@H](CO)N(C(=O)CC)[C@H]2CNC(=O)CC)cc1	2.43
Cn1cnc(S(=O)(=O)N2CCCCN3[C@H](CO)[C@@H](c4ccc(-c5ccccc5F)cc4)[C@H]3C2)c1	2.52
C[C@@H]1CN([C@@H](C)CO)C(=O)c2cc(-c3cccc(C#N)c3)cnc2O[C@H]1CN(C)C(=O)C1CCOCC1	0.255
O=C(Nc1ccccc1F)N[C@@H]1CC[C@@H](CCNC(=O)C2CC2)O[C@H]1CO	4.71
O=C(c1ccncc1)N1C[C@H]2[C@@H](c3ccccc31)[C@H](CO)N2C(=O)CN1CCOCC1	0.799
COc1cccc(-c2ccc(C3[C@@H]4CN(S(=O)(=O)Cc5ccccc5)C[C@H]3N4)cc2)c1 (some centres not stated)	-0.564
COc1ccccc1C#Cc1ccc([C@H]2[C@H]3CN(C(=O)C4CCC4)CCCCN3[C@H]2CO)cc1	-17.5*
CCCNC(=O)N1CC(=O)N2[C@H](CO)[C@@H](c3ccc(C#Cc4cccc(F)c4)cc3)[C@@H]2C1	-6.36*
N#C[C@@H]1[C@H](c2ccc(C#CC3CCCCC3)cc2)[C@H](CO)N1S(=O)(=O)c1ccccc1	1.98
COc1ccccc1NC(=O)N[C@@H]1CC[C@H](CCNS(=O)(=O)c2ccc(Cl)cc2)O[C@@H]1CO	0.369
O=C1CN(Cc2ccc(F)cc2)C[C@@H]2[C@H](c3ccc(Br)cc3)[C@H](CO)N12	1.86
CCS(=O)(=O)Nc1ccc2c(c1)C(=O)N(C)C[C@@H](OC)[C@@H](C)CN(C(=O)c1ccc3c(c1)OCO3)[C@@H](C)CO2	1.87
O=C(Nc1cccc(F)c1)N1CC(=O)N2[C@H](CO)[C@H](c3ccc(Br)cc3)[C@@H]2C1	0.0247
O=C(C[C@H]1CC[C@@H]2[C@H](COC[C@H](O)CN2C(=O)c2ccccc2F)O1)NCc1ccc(F)cc1	-1.4
CCCNC(=O)N1C[C@@H](C)[C@H](OC)CN(C)C(=O)c2ccc(NC(=O)CC)cc2OC[C@H]1C	0.114
COc1ccc(-c2ccccc2[C@@H]2[C@@H](C#N)N(C(=O)NC(C)C)[C@H]2CO)cc1	-0.82
CNC[C@H]1Oc2ccc(N)cc2CC(=O)N([C@@H](C)CO)C[C@H]1C	1.64
CC(C)CC#Cc1ccc([C@@H]2[C@H](CO)N3C(=O)CN(C(=O)c4cccc(F)c4)C[C@@H]23)cc1	1.25
CCCC(=O)N1CCC2(CC1)CN(C(=O)Cc1ccccn1)[C@H](CO)c1[nH]c3cc(OC)ccc3c12	-0.552
O=C(Nc1ccc(F)cc1)N1CC(=O)N2[C@H](CO)[C@H](c3ccc(-c4ccc(F)cc4)cc3)[C@@H]2C1	0.297
O=C([C@H]1[C@H](CO)[C@H]2Cn3c(ccc(C4=CCCCC4)c3=O)[C@@H]1N2)N1CCC(Cc2ccccc2)CC1	-0.668
COc1cccc(S(=O)(=O)Nc2ccc3c(c2)C(=O)N(C)C[C@@H](OC)[C@@H](C)CN(Cc2ccccc2F)[C@@H](C)CO3)c1	0.114
O=C(Nc1ccc(-c2ccccc2)cc1)[C@H]1[C@H](CO)[C@H]2Cn3c(cccc3=O)[C@H]2N1CC1CCOCC1	0.924
COCC(=O)Nc1ccc2c(c1)OC[C@H](C)N(C)C[C@H](C)[C@H](OC)CN(C)C2=O	0.365
C[C@H](CO)N1C[C@H](C)[C@@H](CN(C)Cc2ccncc2)Oc2ccc(NS(=O)(=O)c3ccc(F)cc3)cc2CC1=O	0.804
O=C(C[C@@H]1C=C[C@H](NC(=O)C2CCC2)[C@H](CO)O1)NC1CCCCC1	-0.296
O=C(c1cccnc1)N1CC(=O)N2[C@@H](CO)[C@H](c3ccc(-c4ccccc4F)cc3)[C@@H]2C1	0.458
COc1cccc(CN2CCCCN3[C@H](C2)[C@H](c2ccc(-c4cccnc4)cc2)[C@@H]3CO)c1	-0.959
CN(C)C(=O)c1cccc(-c2ccccc2[C@H]2[C@@H](CO)N(C(=O)C3CCCCC3)[C@H]2C#N)c1	1.09
N#C[C@@H]1[C@H](c2ccccc2-c2cccc(F)c2)[C@H](CO)N1C(=O)C1CCOCC1	2.09
Cc1noc(C)c1S(=O)(=O)N(C)C[C@H]1OCc2ccccc2-c2c(n(C)c3ccccc23)C(=O)N([C@H](C)CO)C[C@H]1C	-0.361
CC(C)C#Cc1ccc([C@H]2[C@@H](CO)N(C(=O)c3ccccn3)[C@H]2C#N)cc1	3.51
CC(C)CC#Cc1ccc([C@H]2[C@H](CO)N3C(=O)CN(S(=O)(=O)c4cccc(F)c4)C[C@@H]23)cc1	-0.81
OC[C@H]1[C@@H](c2ccc(C#Cc3ccccc3)cc2)[C@H]2CN(Cc3cncnc3)CCCCN21	-0.515
COc1ccccc1-c1ccc([C@H]2[C@@H](CO)N(CC3CC3)C23CN(S(C)(=O)=O)C3)cc1	-1.27
COc1ccc(NC(=O)N(C)C[C@@H]2OCc3cnnn3CCCC(=O)N([C@@H](C)CO)C[C@H]2C)c(OC)c1	-0.901
COc1cccc(NC(=O)N2CC(=O)N3[C@@H](CO)[C@@H](c4ccc(C#CC5CCCCC5)cc4)[C@@H]3C2)c1	4.09
C/C=C/c1ccc([C@@H]2[C@@H](CNC(=O)CC3CC3)N(C(=O)CC)[C@H]2CO)cc1	0.00778
C/C=C/c1cccc(-c2nc(C(=O)NCCN3CCCCC3)cc3c2[C@@H](CCO)N([S@](=O)C(C)(C)C)C3)c1	3.32
O=C(C[C@@H]1C[C@H]2c3cc(NC(=O)CC4CC4)ccc3O[C@H]2[C@H](CO)O1)NCC1CC1	1.14
Cc1cccc(-c2ccc([C@@H]3[C@@H](CO)N4CCCCN(S(=O)(=O)c5ccccc5F)C[C@H]34)cc2)c1	0.502
CCC(=O)N1[C@H](CO)[C@@H](c2ccccc2)C12CN(C(=O)c1ccc3c(c1)OCO3)C2	-0.916
N#C[C@H]1[C@@H](c2ccccc2-c2cccc(F)c2)[C@H](CO)N1C(=O)CN1CCOCC1	0.748
COCC(=O)N1CC(=O)N2[C@H](C1)[C@H](c1ccc(-c3ccncc3)cc1)[C@@H]2CO	-0.78
CO[C@@H]1CN(C)C(=O)c2cc(NC(=O)Cc3ccccc3)ccc2OC[C@H](C)N(C(=O)c2ccccc2F)C[C@H]1C	1.41
C/C=C/c1ccc([C@@H]2[C@H]3CN(C(=O)Nc4cc(F)ccc4F)CCCCN3[C@H]2CO)cc1	1.42
CCCNC(=O)N1[C@H](C#N)[C@@H](c2ccccc2)[C@@H]1CO	3.04
Cc1ccccc1S(=O)(=O)N1[C@@H]2CNC[C@H]1C2c1ccc(-c2ccc(C(=O)N(C)C)cc2)cc1 (some centres not stated)	3.38
C(=C\c1ccc(C2[C@@H]3CN(Cc4ccccn4)C[C@H]2N3)cc1)/c1ccccc1 (some centres not stated)	-5.19*
N#C[C@H]1[C@H](c2ccccc2C2=CCCC2)[C@@H](CO)N1C(=O)C1CC1	1.41
COc1cccc(S(=O)(=O)N2CCCCN3[C@H](CO)[C@H](c4ccc(-c5ccncc5)cc4)[C@H]3C2)c1	2.17

The listing continues:
SMILES	IDE exosite FP
Cc1noc(C)c1NC(=O)N1C[C@H](O)COC[C@H]2O[C@H](CC(=O)N[C@@H]3CCN(Cc4ccccc4)C3)CC[C@@H]21	-0.151
COc1cccc(S(=O)(=O)N2CCCCN3[C@H](C2)[C@H](c2ccc(C4=CCCCC4)cc2)[C@@H]3CO)c1	0.588
Fc1ccccc1-c1ccc(C2[C@@H]3CN(Cc4ccccc4)C[C@H]2N3)cc1 (some centres not stated)	2.34&-2.48
COc1ccc2c3c(n(C)c2c1)[C@H](CO)N(C(=O)Cc1ccccn1)CC31CN(CC2CCCCC2)C1	1.11
Cc1ccc(-c2ccccc2[C@H]2[C@@H](C#N)N(C(=O)c3cccc(F)c3)[C@H]2CO)cc1	0.805
O=C(Nc1ccccc1)N1CCCCN2[C@H](C1)[C@H](c1ccc(-c3ccncc3)cc1)[C@@H]2CO	1.65
CS(=O)(=O)N1[C@@H](C#N)[C@H](c2ccc(-c3ccccc3F)cc2)[C@@H]1CO	-5.18*
COCC#Cc1ccc([C@H]2[C@H]3CN(Cc4cncnc4)CCCCN3[C@H]2CO)cc1	1.33
N#C[C@@H]1[C@@H](c2ccc(C#Cc3ccccc3F)cc2)[C@@H](CO)N1C(=O)C1CCC1	1.58
CC(C)NC(=O)Nc1ccc2c(c1)C(=O)N([C@@H](C)CO)C[C@@H](C)[C@@H](CN(C)C(=O)C1CCCCC1)OCCCC[C@@H](C)O2	-0.227
CC(=O)N1CCCCN2[C@H](CO)[C@@H](c3ccc(-c4ccncc4)cc3)[C@H]2C1	2.38
O=C(C[C@@H]1CC[C@H]2[C@@H](COC[C@@H](O)CN2C(=O)Cc2ccccc2)O1)NC1Cc2ccccc2C1	0.645
O=C(N[C@H]1CC[C@H](CCn2cc(-c3ccccc3F)nn2)O[C@H]1CO)c1ccc2c(c1)OCO2	2.9
CN(C[C@H]1N[C@@H](CO)[C@@H]1c1ccc(C2=CCCC2)cc1)C(=O)c1cccc(F)c1	0.783
COCCN(C[C@H]1[C@H](c2ccccc2)[C@@H](CO)N1C(C)=O)C(=O)c1ccncc1	4.87
CC(=O)NC[C@H]1[C@H](c2ccc(-c3cccnc3)cc2)[C@@H](CO)N1C(=O)C1CCC1	2.41
CCCNC(=O)NC[C@@H]1[C@@H](c2ccc(C3=CCCC3)cc2)[C@H](CO)N1C(=O)CC	2.16
C[C@@H]1CCCCO[C@H](CN(C)C(=O)Nc2ccccc2)[C@@H](C)CN([C@H](C)CO)C(=O)c2cc(NC(=O)Nc3ccccc3)ccc2O1	1.26
O=C(c1cccc(F)c1)N1CC(=O)N2[C@H](CO)[C@@H](c3ccc(-c4ccccc4F)cc3)[C@@H]2C1	-1.43
COCC(=O)N1[C@@H]2c3ccc(/C=C/c4ccccc4)c(=O)n3C[C@H]1[C@H](CO)[C@H]2C(=O)N1CCOCC1	-0.137
CCCC#Cc1ccc([C@@H]2[C@@H](CO)N3C(=O)CN(C(=O)Nc4cccc(F)c4)C[C@H]23)cc1	-0.886
CN(C)C(=O)c1ccc(-c2ccccc2[C@@H]2[C@@H](C#N)N(C(=O)C3CCCCC3)[C@@H]2CO)cc1	3.04
CNC[C@H]1OCc2cnnn2CCCC(=O)N([C@@H](C)CO)C[C@@H]1C	-0.111
COc1ccc(C#Cc2ccc([C@H]3[C@H](CO)N4C(=O)CN(C(=O)c5cccnc5)C[C@@H]34)cc2)cc1	-0.482
N#C[C@@H]1N[C@@H](CO)[C@H]1c1ccc(C#Cc2ccccc2F)cc1	-0.431
COCC(=O)Nc1ccc2c(c1)C(=O)N(C)[C@@H]1CC[C@@H](CC(=O)N3CCc4ccccc4C3)O[C@@H]1CO2	-0.888
OC[C@@H]1[C@@H](c2ccc(C#CC3(O)CCCC3)cc2)[C@H]2CN(Cc3ccccc3F)CCCCN12	3.35
O=C(c1ccncc1)N1CC(=O)N2[C@H](C1)[C@@H](c1ccc(-c3ccccc3F)cc1)[C@@H]2CO	-7.36*
O=C(Cc1ccccn1)N1CC(=O)N2[C@@H](CO)[C@H](c3ccc(C#CC4CC4)cc3)[C@@H]2C1	3.33
COc1ccc(S(=O)(=O)N2C[C@@H](O)COC[C@H]3O[C@H](CC(=O)N[C@@H]4CCN(Cc5ccccc5)C4)CC[C@@H]32)cc1	-1.67

A second format for some results above.
canonical_smiles | IDE exosite FP
Cc1cccc(-c2ccc([C@@H]3[C@@H](CO)N4CCCCN(S(=O)(=O)c5ccccc5F)C[C@H]34)cc2)c1 | 0.502
CCC(=O)N1[C@H](CO)[C@@H](c2ccccc2)C12CN(C(=O)c1ccc3c(c1)OCO3)C2 | -0.916
N#C[C@H]1[C@@H](c2ccccc2-c2cccc(F)c2)[C@H](CO)N1C(=O)CN1CCOCC1 | 0.748
COCC(=O)N1CC(=O)N2[C@H](C1)[C@H](c1ccc(-c3ccncc3)cc1)[C@@H]2CO | -0.78
CO[C@@H]1CN(C)C(=O)c2cc(NC(=O)Cc3ccccc3)ccc2OC[C@H](C)N(C(=O)c2ccccc2F)C[C@H]1C | 1.41
C/C=C/c1ccc([C@@H]2[C@H]3CN(C(=O)Nc4cc(F)ccc4F)CCCCN3[C@H]2CO)cc1 | 1.42
CCCNC(=O)N1[C@H](C#N)[C@@H](c2ccccc2)[C@@H]1CO | 3.04
Cc1ccccc1S(=O)(=O)N1[C@@H]2CNC[C@H]1C2c1ccc(-c2ccc(C(=O)N(C)C)cc2)cc1 (some centres not stated) | 3.38
C(=C\c1ccc(C2[C@@H]3CN(Cc4ccccn4)C[C@H]2N3)cc1)/c1ccccc1 (some centres not stated) | -5.19*
N#C[C@H]1[C@H](c2ccccc2C2=CCCC2)[C@@H](CO)N1C(=O)C1CC1 | 1.41
COc1cccc(S(=O)(=O)N2CCCCN3[C@H](CO)[C@H](c4ccc(-c5ccncc5)cc4)[C@H]3C2)c1 | 2.17
Cc1noc(C)c1NC(=O)N1C[C@H](O)COC[C@H]2O[C@H](CC(=O)N[C@@H]3CCN(Cc4ccccc4)C3)CC[C@@H]21 | -0.151
